RXFP1 ag: qHTS Assay for Agonists of the Relaxin Receptor RXFP1. Relaxin receptor 1 (Homo sapiens), Q9HBX9. HEK293T-RXFP1 cAMP TR-FRET, 30 min; response scale: percent of porcine relaxin response, buffer zero. Potency, µM (series often up to 57.5 µM), inactives show top-dose activation, usual class: activators. hit rate 0.3% among 370,000; note: potency is the fitted concentration of half-maximal effect; % is set by controls: 0 for no effect and ±100 for the full control effect; nearly all actives have a fitted effect of over 60% in size; many of its hits are not listed in these tables
Target sequence (Q9HBX9 whole entry, looked up): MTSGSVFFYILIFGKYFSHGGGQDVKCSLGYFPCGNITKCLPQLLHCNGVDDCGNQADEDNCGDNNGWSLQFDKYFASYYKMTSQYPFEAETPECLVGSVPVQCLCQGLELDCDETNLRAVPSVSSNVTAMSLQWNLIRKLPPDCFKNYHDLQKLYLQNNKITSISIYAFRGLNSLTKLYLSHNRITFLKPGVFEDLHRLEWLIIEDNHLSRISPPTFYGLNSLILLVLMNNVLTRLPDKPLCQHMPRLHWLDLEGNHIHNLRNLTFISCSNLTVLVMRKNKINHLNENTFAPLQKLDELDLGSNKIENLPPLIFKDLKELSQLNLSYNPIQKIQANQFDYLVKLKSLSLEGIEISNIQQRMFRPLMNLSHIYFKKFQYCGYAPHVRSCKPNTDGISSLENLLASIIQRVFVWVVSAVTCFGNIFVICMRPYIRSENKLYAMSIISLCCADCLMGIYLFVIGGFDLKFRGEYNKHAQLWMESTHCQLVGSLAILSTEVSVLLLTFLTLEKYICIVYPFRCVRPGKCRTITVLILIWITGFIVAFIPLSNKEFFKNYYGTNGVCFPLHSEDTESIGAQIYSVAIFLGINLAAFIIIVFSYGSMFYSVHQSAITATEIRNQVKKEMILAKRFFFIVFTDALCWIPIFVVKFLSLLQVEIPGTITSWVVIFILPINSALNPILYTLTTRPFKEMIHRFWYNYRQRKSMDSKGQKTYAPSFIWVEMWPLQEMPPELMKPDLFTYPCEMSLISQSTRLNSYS
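HEK293 cells stably expressing RXFP1, treated 30 min at 37C with compounds plus PDE4 inhibitor Ro 20174; cAMP measured by HTRF TR-FRET. Normalized to buffer and 29 nM porcine relaxin; EC50 by Hill fit.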
Vif-APOBEC3G blk: qHTS for Inhibitors of Vif-A3G Interactions: qHTS; DNA dC->dU-editing enzyme APOBEC-3G (Homo sapiens), Q9HC16; HeLa A3G-eYFP + Vif (tagged APOBEC3G with the HIV-1 protein that degrades it), YFP fluorescence, overnight; Potency, µM (series often up to 46.1 µM), inactives show at the top dose activity, negative = active, most hits filed as inhibitors; hit rate 0.076% among 410,000; AID 602310, 2012;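 note: potency is the fitted concentration of half-maximal effect; % is set by controls: 0 for no effect and ±100 for the full control effect; nearly all actives have a fitted effect of over 60% in size; hits raise eYFP signal because A3G escapes Vif-driven loss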
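Read-out is eYFP fluorescence (Ex 488/Em 500-530) from Vif-expressing HeLa A3G-eYFP cells; more signal means A3G escaped Vif-mediated degradation. Cells plated overnight, compound pinned in, incubated overnight at 37 deg C.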
D2 PAM: HTS Assay for Positive Allosteric Modulators of the Human D2 Dopamine Receptor: Primary Screen for Potentiators; hit rate 0.34% among 340,000; D(2) dopamine receptor (Homo sapiens), P14416; potentiation, % at 10 µM; HEK293 T-REx D2, calcium flux, EC20 dopamine potentiation;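 active = potentiation over 3 SD above the plate norm, cut at about 30% in these data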; note: 0% is about no effect
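Primary screen. Calcium kinetics in induced HEK293 T-REx D2 cells: compound pre-addition 180 s, EC20 dopamine, 180 s more.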
GRP78 ERSR act: qHTS for Inducers of the Endoplasmic Reticulum Stress Response (ERSR) in Human Glioma: qHTS | U87-MG GRP78 promoter luciferase reporter, 16 h | Potency, µM, inactives show at the top dose activation, most hits filed as activators | hit rate 0.02% among 420,000 | AID 602332, 2012; note: potency is the fitted concentration of half-maximal effect; series mostly up to about 76 µM; % of control where 0% means no effect; nearly all actives have a fitted effect of over 35% in size
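ERSR induction read as luciferase luminescence (Bright-Glo, 10 min at room temperature) in stably transfected human U87-MG glioma cells exposed to compounds for 16 h, using GRP78 as sensor.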
D1 PAM: Potentiators of Human D1 Dopamine Receptor: qHTS | HEK293 TREx D1 cells, calcium flux, dopamine EC20 potentiation | hit rate 0.036% among 360,000 | AID 504651, 2011 | D(1A) dopamine receptor (Homo sapiens), P21728 | potentiation, % at 10 µM; in the data active = potentiation above about 30%; note: 0% is about no effect
D1 antagonist: Antagonist of Human D 1 Dopamine Receptor: qHTS | activity change, negative = inhibition, % at 10 µM | AID 504652, 2011 | D(1A) dopamine receptor (Homo sapiens), P21728 | hit rate 3.2% among 360,000 | HEK293 TREx D1 cells, calcium flux, dopamine EC80; active compounds read low; in the data active = activity change below about -30%; note: % is set by controls: 0 for no effect and ±100 for the full control effect
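Calcium flux readout: force-coupled, inducible Hek293 Trex D1 line, cells induced overnight at 30 C with tetracycline, dye-loaded 30–90 min at RT. Antagonism scored against EC80 dopamine challenge given 180 s after compound.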
D1 agonist: Allosteric Agonists of the Human D1 Dopamine Receptor: qHTS | D(1A) dopamine receptor (Homo sapiens), P21728 | HEK293 T-REx D1 cells, calcium flux, agonist mode | AID 504660, 2011 | hit rate 1% among 360,000 | activation, % at 2 µM; in the data active = activation above about 30%; note: 0% is about no effect
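Tetracycline-induced HEK293 TREx D1 cells, force-coupled to calcium signalling, were dye-loaded with a no-wash calcium kit. Compound was pin-added after a 10 s baseline. Fluorescence was read kinetically at 1 cycle/s for 180 s, with calcium rises flagged as agonism.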
LDHA block: qHTS assay for inhibitors of human lactate dehydrogenase | L-lactate dehydrogenase A chain (Homo sapiens), P00338 | AID 1347041, 2019 | hit rate 0.15% among 480,000 | activity change, % (values are at about 110 or 230 µM) | purified LDHA, NADH/diaphorase-resazurin fluorescence; active compounds read low; in the data active = activity change below about -30%; inconclusive = mostly about -25% to -30%;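 note: plate controls were DMSO wells for no effect and wells without enzyme for full effect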
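Resorufin fluorescence (ex540/em590), read at 0 and 20 min after diaphorase/resazurin addition, reports the NADH left after a 5 min room-temperature reaction of 2 nM human LDH5 with 0.06 mM NADH and 0.2 mM pyruvate.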
Vif-APOBEC3F blk: qHTS for Inhibitors of Vif-A3F Interactions: qHTS; HeLa A3F-eYFP + Vif (tagged APOBEC3F with the HIV-1 protein that degrades it), YFP fluorescence increase; Potency, µM (doses to about 46.1 µM), for the others: top-dose activity, negative = active; hit rate 0.2% among 390,000; note: potency is the fitted concentration of half-maximal effect; % of control where 0% means no effect; nearly all actives have a fitted effect of over 65% in size
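HeLa cells stably expressing Vif plus C-terminally eYFP-tagged A3F were seeded, incubated overnight at 37 deg C, dosed with compound, incubated overnight again at 37 deg C. Yellow fluorescence (Ex 488/Em 500-530) reported blocked Vif-mediated A3F-eYFP degradation.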
The depositor's hits bear a star; ? = inconclusive; . = no result given; & = joins results of further samples. Unless noted, calls come from the whole dose curve; as a rule, active = well fitted curve in the direction sought with a large enough effect; inconclusive = small, poorly fitted or top-dose-only effect, or another doubt; inactive = no such curve, though single readings can be large; an effect the other way counts as inactive or inconclusive. Not all compounds are listed (hit frequency here may not be typical).

SMILES	RXFP1 ag	Vif-APOBEC3G blk	D2 PAM	GRP78 ERSR act	D1 PAM	D1 antagonist	D1 agonist	LDHA block	Vif-APOBEC3F blk
COCCn1c(SCC(=O)NC(=O)NCc2ccccc2)nc2ccccc2c1=O	-1.8%	2%	5	-2%	-4	1	6	-12	-2%
Cc1ccc(NS(=O)(=O)c2ccc3[nH]c(=O)ccc3c2)cc1N(C)C	-0.5%	-2%	5	-2%	-3	21	0	2	-1%
CCOC(=O)C1C(=O)CC(C)(O)C(C(=O)OCC)C1c1ccc([N+](=O)[O-])cc1 (stereo not drawn)	-0.6%	0%	-1	-4%	-1	-3	6	1	-25%
COc1ccccc1NC(=O)c1cc2ccc(O)cc2o/c1=N\O	2.8%	-7%	-8	5%	1	0	0	-5	7%
O=C(O)c1ccc(Br)cn1	-0.5%	-11%	.	-6%	-6	-4	-1	5	12%
Cc1cc(=O)[nH]c(SCC(=O)Nc2ccc(Br)cc2)n1	1.0%	-7%	0	-1%	-2	-5	2	-6	-4%
Cc1ccccc1CSc1nc2[nH]ncc2c(=O)[nH]1	0.6%	-1%	-4	-1%	4	-27	4	-13	-13%
COc1ccc(-n2ccnc(SCC(=O)NC3CCCC3)c2=O)cc1OC	5.4%	1%	1	-3%	-4	-9	0	-11	4%
CC(=O)c1ccc(N2CCN(C(=O)CCCn3c(=S)[nH]c4cc5c(cc4c3=O)OCO5)CC2)cc1	0.3%	1%	8	0%	-7	-8	1	-2	?
CN(C)S(=O)(=O)c1ccc(C(=O)NCCS(=O)(=O)N2CCN(c3ccccc3)CC2)cc1	0.9%	8%	5	-3%	-2	-2	7	-16	-1%
Cc1ccccc1N(C(=O)CCC(=O)Nc1ccccn1)C(C(=O)NC(C)C)c1ccc(F)cc1 (stereo not drawn)	-3.6%	0%	-9	-3%	0	6	-3	-2	-13%
Cn1c(=O)[nH]c(=O)c2c1nc(N/N=C/C(Br)=C/c1ccccc1)n2CCO	1.7%	2%	-19	3%	-8	-11	0	-3	-6%
Cc1cc(C(=O)NNC(=O)/C=C/c2ccc(F)cc2)c(C)o1	-0.1%	-1%	7	-5%	-9	-2	5	-2	-3%
COCCn1nnnc1C(c1cccs1)N1CCN2CCCC2C1 (stereo not drawn)	-1.6%	-1%	7	-5%	-5	29	1	-5	-1%
CC(=O)Oc1ccc(N(C(C)=O)S(=O)(=O)c2ccc(C)cc2C)c2ccccc12	1.6%	-11%	7	7%	0	4	5	4	1%
NC(=O)Cn1c(=O)n(-c2ccc(F)c(Cl)c2)c(=O)c2sc3ccccc3c21	1.8%	1%	8	-1%	-1	18	9	1	-5%
Cc1cc2cc(C(c3nnnn3C3CCCC3)N(Cc3cccnc3)Cc3ccco3)c(=O)[nH]c2cc1C (stereo not drawn)	0.1%	-3%	2	-4%	0	-39*	3	6	-6%
COc1ccccc1CNC(=O)c1ccc(OC(C)C)cc1	0.1%	-2%	-15	5%	-4	2	0	-3	0%
N/C(=N\OC(=O)c1ccccc1)c1ccn[nH]1	1.0%	-3%	-8	-7%	0	5	1	-8	0%
CCCCc1ccc(NC(=O)COC(=O)c2ccc3ncsc3c2)cc1	.	-3%	.	-8%	.	.	.	-5	-6%
C=CCn1cc(C(=O)NCC2CCCO2)c(=O)c2cc(S(=O)(=O)N3CCCCCC3)ccc21 (stereo not drawn)	0.2%	1%	.	-5%	0	2	1	-7	-10%
O=C(NCC(=O)N1CC=C(c2ccccc2)CC1)c1ccc(OC(F)F)cc1	.	-20%	.	-2%	.	.	.	-13	?
CCOc1cccc2sc(N(Cc3cccnc3)C(C)=O)nc12	-0.3%	-1%	3	2%	1	.	-1	-2	1%
COc1ccc(-n2ccnc2SCC(=O)NCc2ccccc2)c(OC)c1	1.4%	0%	-2	-3%	-7	-6	0	-4	-1%
CCCCCC(=O)Nc1nnc(CCc2ccccc2)s1	3.1%	-1%	10	-2%	-11	11	0	-2	10%
SMILES	RXFP1 ag	Vif-APOBEC3G blk	D2 PAM	GRP78 ERSR act	D1 PAM	D1 antagonist	D1 agonist	LDHA block	Vif-APOBEC3F blk
C/C(CCS(=O)(=O)c1ccccc1)=N/O	-1.9%	1%	6	-2%	1	-13	2	5	19%
COc1ccc(S(=O)(=O)N2CC(C)N(C(=O)N3CCOCC3)C2)cc1 (stereo not drawn)	-1.1%	-8%	20	-2%	-1	3	2	-6	0%
CCN(CC(=O)Nc1ccc(OC)cc1)C(=O)CCc1nc2ccccc2c(=O)[nH]1	-0.1%	-7%	.	-2%	4	-1	3	-6	-6%
CCOC(=O)C1CCN(S(=O)(=O)c2ccc3c(c2)NC(=O)C(C)C(=O)N3)CC1 (stereo not drawn)	5.6%&3.4%	0%&1%	-11	-3%&-3%	3&-3	16&-3	3&16	-11&-1	-1%&-5%
Cc1[nH][nH]c(=O)c1C	0.7%	6%	15	-2%	-2	.	1	2	1%
O=C(O)Cc1c(C(=O)O)nnn1-c1ccc(Cl)cc1Cl	-1.0%	-1%	-1	-4%	9	-10	0	-5	-9%
Cc1ccc(S(=O)(=O)N2N=C3CCCCC3C2(O)C(F)(F)F)cc1 (stereo not drawn)	-0.3%	0%	-1	0%	-2	-10	2	-5	-9%
C/C(=N\NC(=O)C(O)(c1ccccc1)c1ccccc1)c1ccc(NC(=O)CCCC(=O)O)cc1	2.3%	-2%	4	-1%	-2	17	0	-3	-6%
Cc1cccc(-n2c3nc(=O)[nH]c(=O)c-3cc3cc([N+](=O)[O-])ccc32)c1	5.6%	-23%	-5	?	-2	-21	1	36	4%
CCN(CC(=O)NCc1ccc(Cl)cc1)C(=O)CN1C(=O)NC(C)(c2ccccc2)C1=O (stereo not drawn)	0.8%	-4%	17	-4%	-6	-14	2	-7	-11%
COc1cc(NC(=O)CSc2nnc3ccccn23)cc(OC)c1OC	.	2%	.	-2%	.	.	.	0	0%
COc1cc(CNCCCN2CCOCC2)ccc1OCC(=O)Nc1cccc(C(F)(F)F)c1	-0.3%	2%	1	-2%	0	-5	3	-4	-10%
COc1ccc(-c2cn3c(C)c(C(=O)N4CCCc5ccccc54)sc3n2)cc1	.	2%	.	-4%	.	.	.	-6	2%
Cc1cccc(OCC(=O)N(Cc2ccccc2)c2c(N)n(Cc3ccccc3)c(=O)[nH]c2=O)c1	0.4%	-6%	-4	-1%	.	4	8	-6	-5%
CC(Oc1cc2oc(=O)c3c(c2cc1Cl)CCC3)C(=O)NCc1cccnc1 (stereo not drawn)	2.4%	2%	5	-2%	-1	5	1	-9	5%
CC(C)[C@H](NC(=O)c1ccccc1)C(=O)NC1=NCCS1	.	1%	.	-2%	.	.	.	-1	1%
O=C1CCC([N+](=O)[O-])C(c2cc3c(cc2Br)OCO3)N1 (stereo not drawn)	0.8%	-3%	14	-1%	4	-2	2	-2	-1%
C[C@H]1CN([C@@H](C)CO)C(=O)CCCn2nncc2CO[C@@H]1CN(C)Cc1ccncc1	.	-8%	.	-4%	.	.	.	-5	1%
CC(=O)Nc1ccc(N/C=C/C(=O)c2ccc(C)cc2)cc1	2.4%	2%	2	0%	-5	-2	9	-4	3%
O=C(N/N=C/c1cccs1)/C(=C/c1ccccc1)NC(=O)c1ccccc1	-2.0%	1%	0	-1%	-3	5	-1	3	7%
CC(C)OCCCNC(=O)NC12CC3CC(CC(C3)C1)C2	-1.0%	-1%	5	2%	1	4	1	-3	-5%
Cc1ccc(-c2nnc(SCC(=O)c3ccc(Cl)cc3)n2-c2ccccc2)cc1	-0.5%	4%	5	-2%	4	2	5	-6	-25%
Cc1cc(C)n2cc(-c3ccc(Cl)cc3)c(C(=O)O)c2n1	0.3%	1%	2	-1%	10	15	0	-11	-6%
CC(C)(C)OC(=O)C1C(=O)CC(C)(O)C(C(=O)OC(C)(C)C)C1c1ccco1 (stereo not drawn)	-1.9%	1%	3	-1%	-2	-8	-3	1	-1%
O=C(Nc1sc2c(c1C(=O)NCc1cccnc1)CCCC2)c1cc(=O)c2ccccc2o1	1.8%	-2%	.	-3%	6	-2	1	-3	-1%
SMILES	RXFP1 ag	Vif-APOBEC3G blk	D2 PAM	GRP78 ERSR act	D1 PAM	D1 antagonist	D1 agonist	LDHA block	Vif-APOBEC3F blk
COc1cccc(CN(CC2CCCO2)S(=O)(=O)c2ccc(S(=O)(=O)NCC3CCCO3)cc2)c1OC (stereo not drawn)	-0.5%	1%	6	1%	8	6	6	-1	-6%
O=C(CSc1nccn1-c1cccc(F)c1)NC1CCCC1	.	-1%	.	-4%	.	.	.	-6	7%
C(=C\c1ccccc1)/CSc1ccccn1	0.2%	5%	4	7%	-2	6	11	-5	2%
COC(=O)C1=C(CSCc2ccco2)NC(=O)NC1c1cc(C)ccc1C (stereo not drawn)	1.8%	-9%	-1	-4%	-2	9	1	-4	1%
Cc1ccc(CNC(=O)c2c(-c3ccc(F)cc3F)noc2C)o1	1.8%	0%	12	-3%	1	-7	-1	6	0%
COCCNC(=O)CCCn1c(=O)[nH]c2ccsc2c1=O	14%	-1%	-1	-2%	1	3	-1	-2	-3%

Compound activity from PubChem BioAssay.
